High-throughput results from PubChem.
SENP6 block – SENP6 protease inhibitors, primary screen, biochemical, luminescence, uHTS. inhibition, % at 10 µM. Sentrin-specific protease 6 (Homo sapiens), Q9GZR1. Recombinant SENP6 catalytic domain, aminoluciferin luminescence. 330,000 compounds, 1.8% hits;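 active = inhibition above about 50% at the single tested dose, limit read from the data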;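 also: plate controls were DMSO wells with enzyme for no effect and DMSO wells lacking enzyme for full effect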
Target sequence (Q9GZR1 628-1112 limits assumed): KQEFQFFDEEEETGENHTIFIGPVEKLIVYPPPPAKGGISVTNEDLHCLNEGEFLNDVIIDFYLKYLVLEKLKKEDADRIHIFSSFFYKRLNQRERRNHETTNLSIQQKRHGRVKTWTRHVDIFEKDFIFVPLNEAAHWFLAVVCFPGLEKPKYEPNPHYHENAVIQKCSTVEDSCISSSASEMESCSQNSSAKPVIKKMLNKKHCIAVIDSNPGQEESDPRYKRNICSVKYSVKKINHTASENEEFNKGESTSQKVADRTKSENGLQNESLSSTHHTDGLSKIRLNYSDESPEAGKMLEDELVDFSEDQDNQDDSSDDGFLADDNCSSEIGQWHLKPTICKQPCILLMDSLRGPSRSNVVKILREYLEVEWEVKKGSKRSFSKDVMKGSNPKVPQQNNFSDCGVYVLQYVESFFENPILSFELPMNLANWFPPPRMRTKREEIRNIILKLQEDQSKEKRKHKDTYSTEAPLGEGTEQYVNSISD
A3G deaminase – APOBEC3G DNA deaminase inhibitors, primary screen, biochemical, fluorescence, single-stranded DNA substrate, uHTS; 330,000 compounds, 0.28% hits; inhibition, % at 20 µM; AID 493012, 2011; recombinant A3G, ssDNA deamination FAM/TAMRA fluorescence; DNA dC->dU-editing enzyme APOBEC-3G (Homo sapiens), Q9HC16;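 active = inhibition of at least 40% at 20 µM, with no more than 30% in the related APOBEC3A deaminase screen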;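 also: plate controls were DMSO wells with A3G for no effect and wells lacking A3G enzyme for full effect; some compounds called inactive have numbers as strong as hits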
Target sequence (Q9HC16 whole entry, looked up): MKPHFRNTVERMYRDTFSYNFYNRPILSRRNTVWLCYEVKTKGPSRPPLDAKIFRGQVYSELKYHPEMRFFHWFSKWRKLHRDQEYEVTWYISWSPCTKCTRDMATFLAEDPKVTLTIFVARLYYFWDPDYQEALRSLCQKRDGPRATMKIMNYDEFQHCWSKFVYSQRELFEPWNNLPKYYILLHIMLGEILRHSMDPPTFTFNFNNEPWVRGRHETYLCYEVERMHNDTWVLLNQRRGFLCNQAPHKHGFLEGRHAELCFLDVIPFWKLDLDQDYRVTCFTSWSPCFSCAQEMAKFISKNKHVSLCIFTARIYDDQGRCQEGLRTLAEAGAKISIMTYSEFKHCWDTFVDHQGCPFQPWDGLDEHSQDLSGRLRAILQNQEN
SENP1 inh – human SENP1 catalytic domain inhibitors, primary screen, biochemical, FRET, uHTS. 360,000 compounds, 0.21% hits. AID 624204, 2012. Sentrin-specific protease 1 (Homo sapiens), Q9P0U3. inhibition, % at 10 µM. recombinant SENP1 catalytic domain, CyPet-SUMO1-YPet FRET cleavage;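 active = inhibition at least 30% at 10 µM, raw YFP signal under a set limit, fluorescence ratio 0.5 to 1.5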;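 also: 0% = enzyme with DMSO and 100% = no enzyme wells; some results filed as inactive read as strong as hits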
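System: Recombinant human SENP1 catalytic domain, His6-tagged | Incubation: Enzyme reaction for 50 min at room temperature, dark | Medium: Tris pH 8 with BME, BSA, NP40 and catalase | Also added: 25 nM SUMO1 FRET substrate | Compound: 10 µM single point, 0.5% DMSO | Measured by: FRET fluorescence in CFP and YFP emission channels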
Apaf-1 inh – inhibitors of human Apaf-1 apoptosome, primary screen, biochemical, DEVD-Rh110 fluorescence, uHTS | Apoptotic protease-activating factor 1 (Homo sapiens), O14727 | inhibition, % at 20 µM | 330,000 compounds, 0.71% hits | reconstituted apoptosome caspase-3 activity; active = inhibition of at least 40% at 20 µM;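 also: plate controls were DMSO wells for no effect and DEVD-CHO caspase inhibitor wells for full effect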
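System – cell-free apoptosome with Apaf-1, procaspase-3 and caspase-9 · Buffer or medium – pH 7.5 Hepes buffer with CHAPS, BSA, DTT · Also added – cytochrome c with DEVD-Rh110 · Times – 30 min compound preincubation, 50 min activation, room temperature · Technique – Rh110 fluorescence intensity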
SENP8 block-1 – human SENP8 protease inhibitors, primary screen, biochemical, fluorescence, Nedd8 protein substrate, uHTS | Sentrin-specific protease 8 (Homo sapiens), Q96LD8 | recombinant SENP8 | inhibition, % at 20 µM | 360,000 compounds, 0.64% hits | AID 602440, 2012; in the data active = inhibition mostly above about 40%, no sharp cut-off; inactive = mostly below about 27%
UBC13 inh – UBC13 polyubiquitin chain formation inhibitors, primary screen, biochemical, TR-FRET, uHTS. Ubiquitin-conjugating enzyme E2 N (Homo sapiens), P61088. inhibition, % at 20 µM. 330,000 compounds, 0.47% hits; in the data active = inhibition above about 45%, passing the limit was not always enough
Target sequence (P61088 whole entry, looked up): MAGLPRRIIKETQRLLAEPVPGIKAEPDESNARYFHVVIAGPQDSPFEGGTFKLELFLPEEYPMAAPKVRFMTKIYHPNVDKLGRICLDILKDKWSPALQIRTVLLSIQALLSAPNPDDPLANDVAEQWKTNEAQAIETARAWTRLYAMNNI
SENP7 inh – SENP7 protease inhibitors, primary screen, biochemical, luminescence, uHTS | AID 434973, 2010 | recombinant SENP7, Z-RLRGG-aminoluciferin luminescence, 40 min | 330,000 compounds, 1.5% hits | Sentrin-specific protease 7 (Homo sapiens), Q9BQF6 | inhibition, % at 5 µM;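 active = inhibition above about 50% at the single test dose, limit read from the data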;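 also: plate controls were DMSO with enzyme for no effect and no enzyme buffer wells for full effect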
SENP8 block-2 – SENP8 protease inhibitors, primary screen, biochemical, luminescence; Sentrin-specific protease 8 (Homo sapiens), Q96LD8; purified SENP8, Z-RLRGG-aminoluciferin cleavage; AID 2540, 2010; 330,000 compounds, 1.2% hits; inhibition, % at 10 µM; in the data active = inhibition above about 50%
Numbers without * were called inactive; i = inactive.

SMILES	Apaf-1 inh	A3G deaminase	SENP7 inh	SENP1 inh	SENP6 block	UBC13 inh	SENP8 block-1	SENP8 block-2
CC(C)CNC(=O)c1cc([N+](=O)[O-])ccc1N1CCOCC1	-15	-7	0	1	4	-3	15	5
N#C/C(=C(/O)COC(=O)CSc1ccc2ccccc2c1)c1nc2ccccc2[nH]1	6	-12	-1	-60	2	-8	-31	-4
COCCCNC(NC(=O)c1ccc(OC)cc1)C(Cl)(Cl)Cl (stereo unspecified)	2	-6	-8	2	-19	16	5	-2
COc1ccc(CN(C)CC(=O)N2CCc3ccccc3C2)cc1	5	-2	3	-2	-4	6	0	-5
Cc1ccc(NC(=O)Nc2c(Cl)cccc2Cl)cn1	20	-10	-1	2	-40	-3	19	-11
Cc1cccc(O)c1C	-1	4	1	-1	-4	10	13	-8
CCOC(=O)c1c(C)[nH]c(N=Nc2cccc(OC)c2)c1C	30	3	58*	1	5	-46	20	21
Cc1ccc(NC(=O)C2CC(=O)N(c3ccc4c(c3)OCCO4)C2)cc1S(=O)(=O)N1CCCCCC1 (stereo unspecified)	8	-9	10	0	-14	-2	14	-3
CC(C)[C@H](NC(=O)OC(C)(C)C)C(=O)N1CCC(C(=O)N[C@@H](C)C(=O)Nc2ccc(F)cc2)CC1	-2	-5	-7	2	-8	-1	11	-4
CC[n+]1cc(C)ccc1/C=C/c1ccc(N(C)C)cc1	9	7	0	86	-8	-286	18	-5

No new results follow: 2 of the compounds above.
SMILES	Apaf-1 inh	A3G deaminase	SENP7 inh	SENP1 inh	SENP6 block	UBC13 inh	SENP8 block-1	SENP8 block-2
CC(C)[C@H](NC(=O)OC(C)(C)C)C(=O)N1CCC(C(=O)N[C@@H](C)C(=O)Nc2ccc(F)cc2)CC1	-2	-5	-7	2	-8	-1	11	-4
CC[n+]1cc(C)ccc1/C=C/c1ccc(N(C)C)cc1	9	7	0	86	-8	-286	18	-5

An excerpt from above, limited to SENP8 block-2 and Apaf-1 inh:
structure	SENP8 block-2	Apaf-1 inh
N#C/C(=C(/O)COC(=O)CSc1ccc2ccccc2c1)c1nc2ccccc2[nH]1	-4	6
COCCCNC(NC(=O)c1ccc(OC)cc1)C(Cl)(Cl)Cl (stereo unspecified)	-2	2

Other records:
SMILES	Apaf-1 inh	A3G deaminase	SENP7 inh	SENP1 inh	SENP6 block	UBC13 inh	SENP8 block-1	SENP8 block-2
O=C(COC(=O)C1=COCCO1)Nc1ncc(C(F)(F)F)cc1Cl	8	-6	-8	1	-26	-2	-6	-16
CCCCN1CCCCC1C(=O)Nc1c(C)cccc1C (stereo unspecified)	-6	-1	9	-3	-2	2	1	1
Cc1cc(C)cc(NC(=O)c2cccc(NC(=O)c3ccco3)c2)c1	-14	-6	-8	3	-8	5	22	-4
COC(=O)c1ccc(S(=O)(=O)NCCc2ccccc2OC)n1C	-6	-5	3	1	-22	4	-2	4
CCc1ccc(OC(C)C(=O)Nc2ccccc2C(=O)N2CCOCC2)cc1 (stereo unspecified)	0	-6	11	1	-12	-2	8	-2
Cc1noc(C)c1C(=O)OCC(=O)Nc1cccc(S(=O)(=O)N(C)C)c1	-4	7	3	1	11	5	4	-2
Cc1cc(C(=O)Nc2nc3c(C)cccc3s2)c(C)o1	-4	-6	25	-3	2	19	15	-5
Nc1nn(-c2ccccc2)c(N)c1N=Nc1ccccc1F	11	-8	29	0	36	-20	34	-10
Cc1cc(NC(=O)CSc2nc(N)c(NC(=O)c3ccccc3)c(=O)[nH]2)no1	-10	-5	5	2	6	3	10	2
Cc1ccccc1N(C(=O)c1csnn1)C(C(=O)NC1CCCCC1)c1ccncc1 (stereo unspecified)	9	6	-6	1	-14	-3	20	-5

Remaining list, next part:
SMILES	Apaf-1 inh	A3G deaminase	SENP7 inh	SENP1 inh	SENP6 block	UBC13 inh	SENP8 block-1	SENP8 block-2
CC(C)c1ccc(NC2CCCN(C(=O)c3cscn3)C2)cc1 (stereo unspecified)	7	-1	-7	0	10	-1	9	0
N/C(=N\S(=O)(=O)c1ccc(Cl)cc1)N1CCOCC1	-10	-6	-8	1	-4	4	12	1
COc1ccc(CCNC(=O)COc2ccc(S(=O)(=O)N3CCOCC3)cc2)cc1OC	-19	3	2	0	-5	1	22	-2
O=C(O)[C@@H]1CC(O)CN1C(=O)CCc1c[nH]c2ccccc12 (stereo partly specified)	4	-8	0	-1	-15	9	5	-1
C/C(=N\Nc1cc(-c2ccccc2)nc(-c2ccc(Br)cc2)n1)c1cccc(N)c1	-9	1	2	-7	-4	-18	-54	2
COc1ccccc1N(CC(=O)NCC1CCCO1)C(=O)CNS(=O)(=O)c1ccc(C)cc1 (stereo unspecified)	1	0	10	0	-4	2	14	-2
Cn1cccc1C1(C(F)(F)F)NCCNC1=O (stereo unspecified)	4	-1	-4	0	-4	-13	2	-14
O=C(COc1ccc(Cl)cc1Cl)NC(=O)c1ccccc1	3	1	2	2	-23	-14	-1	1
CCOC(=O)C(Cc1c(F)cccc1Cl)c1ccnc2nc(N)nn12 (stereo unspecified)	-7	-5	-3	1	-10	12	-353	2
CCCNC(=O)CSc1ccc(S(=O)(=O)N2CCCCC2)cn1	-5	-6	-4	2	9	-1	9	15

Rewritten with two lines to a compound: five of the compounds above
Second line of a record: Apaf-1 inh	A3G deaminase	SENP7 inh	SENP1 inh	SENP6 block	UBC13 inh	SENP8 block-1	SENP8 block-2
N/C(=N\S(=O)(=O)c1ccc(Cl)cc1)N1CCOCC1
 : -10	-6	-8	1	-4	4	12	1
COc1ccc(CCNC(=O)COc2ccc(S(=O)(=O)N3CCOCC3)cc2)cc1OC
 : -19	3	2	0	-5	1	22	-2
O=C(O)[C@@H]1CC(O)CN1C(=O)CCc1c[nH]c2ccccc12 (stereo partly specified)
 : 4	-8	0	-1	-15	9	5	-1
C/C(=N\Nc1cc(-c2ccccc2)nc(-c2ccc(Br)cc2)n1)c1cccc(N)c1
 : -9	1	2	-7	-4	-18	-54	2
COc1ccccc1N(CC(=O)NCC1CCCO1)C(=O)CNS(=O)(=O)c1ccc(C)cc1 (stereo unspecified)
 : 1	0	10	0	-4	2	14	-2

Going on with the list:
SMILES	Apaf-1 inh	A3G deaminase	SENP7 inh	SENP1 inh	SENP6 block	UBC13 inh	SENP8 block-1	SENP8 block-2
COC(=O)COc1cccc2c(=O)n(CC(=O)NCc3ccc(F)cc3)ccc12	11	-9	-13	2	-10	-1	-74	-8
CCn1nc(NC(=O)c2ccco2)c2cc3cc(C)ccc3nc21	-2	-8	8	-32	-7	9	-420	-2
O=C(O)CSc1c2c(nc3cc(C(=O)Nc4cccc(C(F)(F)F)c4)ccc13)CCCC2	19	-8	2	-2	3	-16	10	-3
O=C(/C=C/c1ccc([N+](=O)[O-])cc1)Oc1ccc(/C=N/NC(=O)c2ccncc2)cc1	-1	-22	10	5	9	-7	26	4
C[C@@H]1C(=O)O[C@@H]2[C@H](O)C34[C@H]5C[C@@H](C(C)(C)C)C36[C@H](OC(=O)[C@@H]6O)OC4(C(=O)O5)[C@@]12O (stereo partly specified)	-4	-2	3	-2	0	-4	11	-3
O=S1(=O)N=C(Nc2ccc(N3CCOCC3)c(Cl)c2)c2ccccc21	-6	-5	-7	0	-8	-4	3	-10
Cc1nc2cc(NC(=O)N3CCCC3)ccc2n1C	-13	-5	0	0	-9	10	-3	-1
O=C(Cc1ccccc1)Nc1ccc(F)cc1	9	-6	4	1	2	4	6	2
CCOC(=O)CC1C(=O)NCCN1C(=O)c1ccc(Cl)cc1Cl (stereo unspecified)	-1	0	1	-2	-12	1	15	3
N#CC(c1ccc(Cl)cc1)N1CCOCC1 (stereo unspecified)	-6	-7	-2	2	8	-2	6	7

One compound at a time, from the list above:
Profile of CCOC(=O)CC1C(=O)NCCN1C(=O)c1ccc(Cl)cc1Cl (stereo unspecified) : Apaf-1 inh: -1; A3G deaminase: 0; SENP7 inh: 1; SENP1 inh: -2; SENP6 block: -12; UBC13 inh: 1; SENP8 block-1: 15; SENP8 block-2: 3
Profile of N#CC(c1ccc(Cl)cc1)N1CCOCC1 (stereo unspecified) : Apaf-1 inh: -6; A3G deaminase: -7; SENP7 inh: -2; SENP1 inh: 2; SENP6 block: 8; UBC13 inh: -2; SENP8 block-1: 6; SENP8 block-2: 7
Profile of O=C(/C=C/c1ccc([N+](=O)[O-])cc1)Oc1ccc(/C=N/NC(=O)c2ccncc2)cc1 : Apaf-1 inh: -1; A3G deaminase: -22; SENP7 inh: 10; SENP1 inh: 5; SENP6 block: 9; UBC13 inh: -7; SENP8 block-1: 26; SENP8 block-2: 4

The list continues:
SMILES	Apaf-1 inh	A3G deaminase	SENP7 inh	SENP1 inh	SENP6 block	UBC13 inh	SENP8 block-1	SENP8 block-2
O=C(/C=C/c1cccc([N+](=O)[O-])c1)NCCN1CCOCC1	-2	-3	2	0	-28	-6	11	-8
Cc1cc([N+](=O)[O-])nn1CC(=O)NNC(=S)Nc1ccc(F)cc1	-12	-6	-6	2	6	-14	10	-7
CCOc1ccc(NC(=O)CSc2nc3c(c(=O)n2C)SC(C)C3)cc1 (stereo unspecified)	17	-15	-17	-1	-13	6	12	-13
O=S(=O)(Nc1ccc(-c2ccc3nncn3n2)cc1)c1ccccc1F	3	-7	6	5	-11	-3	-255	-1
CCCC[C@@H]1CNCCN1CCc1cccc2ccccc12	14	-6	-2	-2	4	24	-2	-3
COC(=O)c1cn(NC(=O)c2cnccn2)c(=O)c2ccccc12	9	-3	-3	3	-9	-26	19	-10
C/C(=N/NS(=O)(=O)c1ccc(Cl)cc1)c1ccncc1	2	-4	-9	-2	4	-2	10	1
CCN(C[C@H]1N[C@@](C)(C(=O)OC)[C@H]2C(=O)N(C)C(=O)[C@@H]12)C(C)=O	-7	-5	-2	2	-21	3	6	7
S=C(Nc1ccc(Br)cc1Cl)Nn1cnnc1	6	2	8	1	-6	-3	10	-7
O=C1c2ccccc2-c2c1cccc2C(=O)N(CCO)CCO	-21	-6	4	2	0	-3	10	-2

Further entries
SMILES	Apaf-1 inh	A3G deaminase	SENP7 inh	SENP1 inh	SENP6 block	UBC13 inh	SENP8 block-1	SENP8 block-2
Cc1ccc(S(=O)(=O)N2[C@@H](c3ccc(Cl)cc3)C(C(=O)O)=CC[C@H]2c2cccc(C)c2)cc1	7	-8	18	3	-17	-14	1	-6
CCc1ccc(NC(=O)CSc2ccccn2)cc1	-7	-11	4	-1	-6	10	7	-1
CC(C)CCNC(=O)CN(Cc1ccco1)C(=O)CCC(=O)Nc1nccs1	-1	-11	-4	-1	-5	4	1	4
C=CCn1c(SCC(=O)c2ccc(Cl)s2)nc2ccccc2c1=O	-3	-6	0	1	-10	8	10	-6
O=C(NC(=S)Nc1ncc(Br)cc1Br)c1ccccc1	16	-4	6	-1	9	3	13	-13
CC1=C(C(N)=O)C(c2cccnc2)n2nc(-c3cccc(C)c3)nc2N1 (stereo unspecified)	7	1	-2	0	-7	7	-16	-2
Cc1ccc2c(c1)N(C(C)C(=O)NCc1cccs1)C(=O)CO2 (stereo unspecified)	-20	2	-2	4	6	-6	6	5
COc1cc2sc3cc(NCc4ccc(C)o4)ccc3c(=O)c2cc1OC	16	-9	87*	-52	-23	3	i	81*
Cn1cc(S(=O)(=O)N2CCCC2)cc1C(=O)N1CCN(c2ccccc2)CC1	-2	-1	5	0	-12	-5	0	5
